SIAE inh: blocks human sialic acid acetylesterase; inhibition, % at 9.66 µM; Q9HAT2; SIAE FP-Rh probe binding, fluorescence polarization; 370,000 tested, 0.69% active;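 active = inhibition above a cutoff: mean of compounds within the control limits plus 3 SD of those, cut at about 17% in these data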;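 note: 0% = plate median of compound wells and 100% = probe without SIAE protein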
ADAM17 inh: ADAM17 inhibition, QFRET primary screen; 370,000 tested, 0.83% active; inhibition, % at 6.95 µM; P78536; recombinant ADAM17, EDANS/DABCYL FRET peptide cleavage;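 active = inhibition above the mean of compounds lying between control limits plus 3 SD, set per campaign, cut at about 8.5% in these data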;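 note: 0% = DMSO-only wells as the low control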
ADAM10 inh: inhibits human ADAM10 | O14672 | recombinant ADAM10, EDANS/DABCYL FRET peptide cleavage, 3 h | inhibition, % at 7 µM | 370,000 tested, 0.62% active;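 active = inhibition above a per-campaign cutoff equal to the mean of compounds falling between control-based bounds plus 3 SD, cut at about 20% in these data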;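 note: 0% = DMSO wells while the 100% control is not disclosed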
Target sequence (O14672 214-748 limits assumed): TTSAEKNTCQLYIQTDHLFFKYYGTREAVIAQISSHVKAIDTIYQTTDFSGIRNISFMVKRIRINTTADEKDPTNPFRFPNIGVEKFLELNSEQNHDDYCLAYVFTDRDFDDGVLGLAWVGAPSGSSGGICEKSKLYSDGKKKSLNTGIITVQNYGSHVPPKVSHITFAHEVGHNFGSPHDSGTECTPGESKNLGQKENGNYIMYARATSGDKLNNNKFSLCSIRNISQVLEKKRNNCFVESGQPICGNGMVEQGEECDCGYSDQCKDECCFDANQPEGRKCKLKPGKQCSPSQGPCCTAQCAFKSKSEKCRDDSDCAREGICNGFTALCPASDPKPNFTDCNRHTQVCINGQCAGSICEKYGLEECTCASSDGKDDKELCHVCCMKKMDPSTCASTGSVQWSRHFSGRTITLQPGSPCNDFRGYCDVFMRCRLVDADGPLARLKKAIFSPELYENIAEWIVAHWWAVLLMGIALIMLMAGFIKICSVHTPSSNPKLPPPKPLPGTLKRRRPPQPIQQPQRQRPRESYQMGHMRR
DDE Tn7 FP inh: DD(E)-Tn7 binding inhibition, primary FP screen; 370,000 tested, 0.13% active; AID 720508; inhibition, % at 8.3 µM; P02675; FP displacement of FITC-Tn7 peptide from fibrin DD(E); 0% = median of compound wells per plate;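 active = inhibition above the mean of compounds falling within the control limits plus 3 SD of them, cut at about 14% in these data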;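 note: 0% = plate median of compound wells and 100% = 10 µM Aha-Tn7 peptide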
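Assay system: Human clot-derived fibrin DD(E) complex | Buffer or medium: Tris/NaCl/CaCl2 buffer, pH 7.8 | Repeats: One replicate per compound | Benchmarks: Aha-Tn7 high control | Measure: % inhibition scaled between sample-field median and high-control FP | Schedule: 10 min plus 3 h, room temperature | Signal: Fluorescence polarization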
DDE Tn6 FP inh: DD(E)-Tn6 binding inhibition, primary FP screen; P02675; 370,000 tested, 0.21% active; AID 720509; inhibition, % at 8.3 µM; Fibrin DD(E) TRITC-Tn6 fluorescence polarization displacement;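 active = inhibition above a per-campaign cutoff: mean of compounds within control limits plus 3 SD, cut at about 15% in these data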;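 note: 0% = median of all compound wells on the plate and 100% = blocking peptide control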
PLCg1 inh: blocks human PLC-gamma1 enzyme activity; 370,000 tested, 0.84% active; P19174; inhibition, % at 12.2 µM; purified PLC-gamma1, fluorogenic substrate, fluorescence; in the data active = inhibition above about 9.5%
PLCb3 inh: inhibitors of human phospholipase C beta3. 370,000 tested, 0.18% active. Q01970. Purified PLC-beta3, fluorogenic substrate, fluorescence. inhibition, % at 12.2 µM; in the data active = inhibition above about 11%;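 note: 0% = median of compound wells on plate and 100% = full blocker control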
ASAP1 inh: ASAP1 ArfGAP inhibition; Q9ULH1; ASAP1-stimulated ARF1 GTP hydrolysis, GDP FP detection; inhibition, % at 16.5 µM; 360,000 tested, 0.19% active; AID 624377; in the data active = inhibition above about 25%;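 note: 0% = vehicle with enzyme and substrate and 100% = no enzyme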
TDP2 inh: TDP2 (human) inhibition, absorbance primary screen; inhibition, % at 12.8 µM; AID 720702; 370,000 tested, 0.34% active; O95551; recombinant TDP2, T5PNP hydrolysis, p-nitrophenol absorbance 415 nm;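 active = inhibition above the mean of all tested compounds plus 3 SD, set per campaign, cut at about 25% in these data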;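 note: 0% = DMSO with enzyme and 100% = buffer with substrate but no TDP2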
Target sequence (O95551 whole entry, looked up): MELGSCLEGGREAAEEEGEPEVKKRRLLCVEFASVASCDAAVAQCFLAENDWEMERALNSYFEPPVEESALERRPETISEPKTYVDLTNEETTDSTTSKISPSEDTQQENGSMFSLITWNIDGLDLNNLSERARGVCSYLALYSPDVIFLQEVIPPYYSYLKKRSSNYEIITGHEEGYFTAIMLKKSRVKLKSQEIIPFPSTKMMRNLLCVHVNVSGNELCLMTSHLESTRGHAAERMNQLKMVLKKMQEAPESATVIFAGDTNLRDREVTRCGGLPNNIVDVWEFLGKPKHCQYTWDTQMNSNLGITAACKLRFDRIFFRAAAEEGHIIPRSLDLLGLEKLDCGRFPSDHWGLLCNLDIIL
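Assay system: Recombinant human TDP2 | Quantity: 120 nM TDP2 per well | Incubation: 2 h at 37 °C | Signal: Epi absorbance | Evaluation: Percent inhibition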
ARFGAP1 inh: rat ARFGAP1 inhibition; AID 651572; Arfgap1-stimulated ARF1 GTP hydrolysis, GDP FP detection; inhibition, % at 16.5 µM; 360,000 tested, 0.26% active;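 active = inhibition above a per-plate limit, mean inhibition of low control wells plus 3 SD, cut at about 25% in these data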;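 note: 0% = DMSO wells with enzyme and 100% = wells lacking Arfgap1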
Target sequence (Q62848 1-136 limits assumed): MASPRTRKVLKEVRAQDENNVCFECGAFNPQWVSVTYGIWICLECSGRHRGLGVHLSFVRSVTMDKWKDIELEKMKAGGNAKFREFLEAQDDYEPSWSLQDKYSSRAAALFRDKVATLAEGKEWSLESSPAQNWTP
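Material – truncated rat Arfgap1 GAP domain · Buffer or medium – HEPES-based buffer, pH 7.5 · Reagent – human ARF1(Δ1-17)-GTP substrate · Dosing – 16.5 µM single point, 1.26% DMSO · Schedule – GTP hydrolysis reaction 2 h at 25 °C · Technique – GDP detection by fluorescence polarization · Benchmarks – No-Arfgap1 wells (100%) versus DMSO full-reaction wells (0%) · Repeats – single replicate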
* hit, by the source's call; i = inactive.

SIAE inh,ADAM17 inh,ADAM10 inh,DDE Tn7 FP inh,DDE Tn6 FP inh,PLCg1 inh,PLCb3 inh,ASAP1 inh,TDP2 inh,ARFGAP1 inh,Structure
2,4,15,-4,-2,6,-6,-4,1,5,CCc1ccc(-c2cc(C)no2)cc1S(=O)(=O)N1CCN(c2ccc(OC)cc2)CC1
5,6,3,1,0,2,1,-6,-8,7,C=CCNC(=S)NC1CC(C)(C)NC(C)(C)C1
-19,-7,-3,-1,-4,-17,-26,4,-12,17,COc1ccc(-c2nc(NC(=O)c3ccccc3)sc2-c2ccc([N+](=O)[O-])cc2)cc1
-16,3,12,-10,-1,-5,-2,12,2,13,O=C(c1cc(C2CC2)nc2ccc(Br)cc12)N1N=C(C(F)F)CC1(O)C(F)F (configuration not stated)
1,0,-1,-1,2,5,5,2,-2,14,COc1ccccc1N(CN1CCCC1=O)C(=O)c1c(F)cccc1Cl
-6,-2,-3,1,0,0,-3,6,14,-3,O=C(Nc1ccc(Cl)cc1)Nc1nc(-c2ccccc2)cs1
4,1,0,-1,-1,5,3,-2,3,1,Cc1[nH]c2ccc(Br)cc2c(=O)c1CN1CCOCC1
0,-1,5,-1,-1,-9,-15,-11,-2,-2,C(=N/n1c2ccccc2c2ccccc21)/c1ccco1
-1,0,5,0,-6,-1,2,-9,12,-5,C/C(=N\NC(=O)COc1ccc(C(C)(C)C)cc1)c1ccc(OC(F)F)cc1
3,-2,2,-4,2,3,5,4,6,21,O=C(COC(=O)c1ccc[nH]c1=O)NCC1CCCO1 (configuration not stated)
3,2,7,0,1,1,3,-10,-2,-1,CN(C)S(=O)(=O)c1ccc(Cl)c(-c2nnc3n2CCCCC3)c1
1,-2,-3,-3,5,-8,-12,1,3,1,CC(C)Oc1ccc(S(=O)(=O)N2CCOCC2)cc1NC(=O)C1=NN(c2ccccc2)C(=O)CC1

Additional records follow:
SIAE inh,ADAM17 inh,ADAM10 inh,DDE Tn7 FP inh,DDE Tn6 FP inh,PLCg1 inh,PLCb3 inh,ASAP1 inh,TDP2 inh,ARFGAP1 inh,Structure
-3,5,15,5,-7,3,2,17,2,3,COc1ccc(S(=O)(=O)Nc2cccc3c2O[C@H](CN(C)Cc2ccc(-c4ccccc4)cc2)[C@@H](C)CN([C@H](C)CO)C3=O)cc1
-3,0,-1,-5,7,4,-3,-19,14,2,CC(C)(C)OC(=O)N1CCCN(C(=O)Nc2ccccc2)CC1
4,-5,-6,1,0,-1,-6,0,5,-1,Cc1cccc(N2CC(C(=O)OCC(=O)c3c(N)n(CC(C)C)c(=O)n(C)c3=O)CC2=O)c1C (configuration not stated)
-7,-440,i,1,8,-280,-350,4,4,-4,O=C(O)C(Oc1ccc2c(c1)oc(=O)c1ccccc12)c1ccccc1 (configuration not stated)
-13,0,-5,-10,-2,0,-7,1,0,3,COc1ccc([C@H]2C[C@@H](O)[C@H](n3cc(COC(=O)c4ccccc4)nn3)CN2CC2CCCCC2)cc1
0,1,0,-3,8,3,2,2,-5,4,Cc1nn(C)cc1CN(C)C(=O)CC12CC3CC(CC(C3)C1)C2
8,-1,1,3,1,2,7,-12,3,7,O=S(=O)(c1cccc(-c2nc3n(n2)Cc2ccccc2-3)c1)N1CCCCC1
-6,0,-5,0,1,0,1,4,-1,3,CC(C)CCOCC(=O)Nc1cccc(C(=O)O)c1
1,-3,-7,-3,3,1,1,9,-2,2,Cc1ccc(CS(=O)(=O)Cc2ccc(C(=O)NCCCN3CCOCC3)o2)cc1
-9,1,-4,-4,1,1,-7,-2,-3,9,COc1ccc(OC)c(NC(=O)CCNS(=O)(=O)c2cccc3nsnc23)c1
8,-2,9,-4,-4,-9,-13,3,-11,-5,COC(=O)c1nn(-c2ccc(OC)cc2)c(=O)cc1Oc1ccccc1
5,0,-10,-1,5,-3,3,9,5,2,CN(C)c1ccc(P(=O)(Nc2ccccc2)N2CCOCC2)c(NC(=O)c2cccs2)c1 (configuration not stated)

Later entries:
SIAE inh,ADAM17 inh,ADAM10 inh,DDE Tn7 FP inh,DDE Tn6 FP inh,PLCg1 inh,PLCb3 inh,ASAP1 inh,TDP2 inh,ARFGAP1 inh,Structure
2,-86,-267,2,-8,i,i,-14,-3,-8,CCCCC(=O)Nc1ccc2oc(-c3ccncc3)nc2c1
6,5,7,-9,2,4,7,6,0,-3,O=C(Oc1ccc(OC(=O)N2CCOCC2)cc1)c1ccccc1
-3,-4,-2,2,-1,1,-2,2,-3,14,Cc1ccsc1C(=O)NNC(=O)C1CCCCC1C(=O)O (configuration not stated)
12,-4,5,11,-6,0,2,7,9,-7,Cc1cc(S(=O)(=O)Nc2cc(C)c(O)c(C)c2)c(C)s1
2,-3,-14,0,-3,6,-1,3,-1,2,C[C@H](CO)N1C[C@H](C)[C@H](CN(C)C(=O)Nc2ccc(C(F)(F)F)cc2)OCc2cnnn2CCCC1=O
4,-3,1,-2,8,-1,-4,-16,-1,5,CCc1ccc(NC(=S)N2CCN(C)CC2)cc1
2,-4,0,4,-4,0,0,3,14,-7,CC(C)(C)NS(=O)(=O)c1ccc(CCC(=O)N2CCOCC2)cc1
0,-1,-10,1,2,2,-5,-3,-6,-1,COc1cccc(OCCCCN2CC(C)OC(C)C2)c1 (configuration not stated)
4,0,7,5,-3,6,0,-11,3,8,CCCCCOC(=O)C1C(c2ccccc2)C(C(=O)O)C1c1ccccc1 (configuration not stated)
-1,-3,-1,-3,-2,1,-5,3,1,-3,O=C(Nc1nc(-c2ccccc2)ns1)c1ccncc1
-8,-3,4,-3,-1,5,5,7,-1,13,Cc1ccc([N+](=O)[O-])cc1NC(=O)c1ccc(-c2ccccc2)cc1
-5,-3,9,1,4,4,-7,-2,-2,-5,Cc1ccc(C)c(CSC2=NN3CCCC(=O)N=C3S2)c1

The list continues:
SIAE inh,ADAM17 inh,ADAM10 inh,DDE Tn7 FP inh,DDE Tn6 FP inh,PLCg1 inh,PLCb3 inh,ASAP1 inh,TDP2 inh,ARFGAP1 inh,Structure
3,-3,-18,4,-7,-2,-9,1,-1,-12,CCC(=O)N(c1nnc(SCC(=O)NN2C(=O)NC3(CCC(C)CC3)C2=O)s1)C1CC1 (configuration not stated)
1,-5,2,7,0,-1,-6,-6,0,5,O=C(N/C(=C\c1cccnc1)C(=O)N1CCCCC1)c1cccc(Br)c1
-2,-3,-11,5,7,-4,-2,1,5,-1,CC(C)CN(C(=O)CCNC(=O)c1ccc(Cl)cc1)C1CCS(=O)(=O)C1 (configuration not stated)
0,-1,4,-6,-6,2,3,-3,1,10,Cc1cnc(C(=O)Nc2nccs2)cn1
10,1,-1,1,3,1,-5,-2,3,-9,O=C(c1ccc(Cl)cc1)N1CCCC(C(=O)N2CCN(c3ccccc3)CC2)C1 (configuration not stated)
-5,-7,-37,-6,-5,-141,-151,5,5,9,CCc1cc(C(N)=O)c(NC(=O)c2ccc(OC)cc2)s1
3,1,3,-2,3,3,5,2,0,11,Cc1cc(C)n(-c2nnc(SCC(=O)NC3CCCC3)c3ccccc23)n1
-7,7,4,-6,4,2,2,-3,0,7,CCc1cc2ccc(C)cc2nc1SCC(=O)NNC(=O)c1ccco1
6,-4,-4,3,-3,2,-9,17,11,3,Cc1ccc(N2C(=O)Nc3ccccc3C2(O)C(=O)N2CCN(c3ccccn3)CC2)cc1C (configuration not stated)
2,2,5,-5,1,5,-1,-17,-3,5,Cc1csc(SCC(=O)c2ccc(S(=O)(=O)N3CCOCC3)cc2)n1
2,-3,-1,8,4,-3,-1,-16,1,-2,CC(=O)NC(Cc1ccc(F)c(F)c1)C(=O)NC1CCN(c2c(Cc3ccccc3)c(C)nc3ncnn23)CC1 (configuration not stated)
-2,-10,-21,6,-1,-1,-10,-7,6,-2,Cc1ccccc1Cn1c(C)cc(C)c(C#N)c1=O

Single entries from above.
SIAE inh result of Cc1ccc(N2C(=O)Nc3ccccc3C2(O)C(=O)N2CCN(c3ccccn3)CC2)cc1C (configuration not stated) = 6
PLCg1 inh result of CC(=O)NC(Cc1ccc(F)c(F)c1)C(=O)NC1CCN(c2c(Cc3ccccc3)c(C)nc3ncnn23)CC1 (configuration not stated) = -3
DDE Tn7 FP inh result of Cc1ccccc1Cn1c(C)cc(C)c(C#N)c1=O = 6
PLCb3 inh result of O=C(c1ccc(Cl)cc1)N1CCCC(C(=O)N2CCN(c3ccccc3)CC2)C1 (configuration not stated) = -5

The listing picks up, repeating the 4 entries before the break.
SIAE inh,ADAM17 inh,ADAM10 inh,DDE Tn7 FP inh,DDE Tn6 FP inh,PLCg1 inh,PLCb3 inh,ASAP1 inh,TDP2 inh,ARFGAP1 inh,Structure
6,-4,-4,3,-3,2,-9,17,11,3,Cc1ccc(N2C(=O)Nc3ccccc3C2(O)C(=O)N2CCN(c3ccccn3)CC2)cc1C (configuration not stated)
2,2,5,-5,1,5,-1,-17,-3,5,Cc1csc(SCC(=O)c2ccc(S(=O)(=O)N3CCOCC3)cc2)n1
2,-3,-1,8,4,-3,-1,-16,1,-2,CC(=O)NC(Cc1ccc(F)c(F)c1)C(=O)NC1CCN(c2c(Cc3ccccc3)c(C)nc3ncnn23)CC1 (configuration not stated)
-2,-10,-21,6,-1,-1,-10,-7,6,-2,Cc1ccccc1Cn1c(C)cc(C)c(C#N)c1=O
1,-4,-1,6,2,0,-7,0,8,1,COc1ccc(N2CCN(C(C)C(=O)N(C)Cc3ccccc3)CC2)cc1 (configuration not stated)
-2,-2,-3,6,4,-2,0,-8,-3,4,Cc1ccc(S(=O)(=O)N2CCC(=O)N(C(COCc3ccccc3)Cc3ccccc3)CC2)cc1 (configuration not stated)
-3,-2,5,3,2,0,3,0,-4,9,C=C(C)c1ccc(C(C)(C)NC(=O)N2CCN(C)CC2)cc1
-5,-1,1,3,-3,2,-5,-3,4,-4,CC(C)(C)NC(=O)NC(=O)COC(=O)CNS(=O)(=O)/C=C/c1ccccc1

Given with values under each structure: entries from further up
Values run as follows: SIAE inh | ADAM17 inh | ADAM10 inh | DDE Tn7 FP inh | DDE Tn6 FP inh | PLCg1 inh | PLCb3 inh | ASAP1 inh | TDP2 inh | ARFGAP1 inh
- CN(C)S(=O)(=O)c1ccc(Cl)c(-c2nnc3n2CCCCC3)c1
  3 | 2 | 7 | 0 | 1 | 1 | 3 | -10 | -2 | -1
- CC(C)Oc1ccc(S(=O)(=O)N2CCOCC2)cc1NC(=O)C1=NN(c2ccccc2)C(=O)CC1
  1 | -2 | -3 | -3 | 5 | -8 | -12 | 1 | 3 | 1
- COc1ccc(S(=O)(=O)Nc2cccc3c2O[C@H](CN(C)Cc2ccc(-c4ccccc4)cc2)[C@@H](C)CN([C@H](C)CO)C3=O)cc1
  -3 | 5 | 15 | 5 | -7 | 3 | 2 | 17 | 2 | 3
